Source: PubChem BioAssay
HT1080-NT tox – qHTS for induction of synthetic lethality in tumor cells producing 2HG: qHTS for the HT-1080-NT fibrosarcoma cell line; HT-1080-NT fibrosarcoma viability, CellTiter-Glo ATP luminescence, 48 h; Potency, µM (top dose mostly 46.1 µM), for the others: top-dose activity, negative = less viability, actives largely listed as cytotoxic; hit rate 1.6% among 360,000;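 further: NT is the 2HG producing partner of a matched IDH1 knockdown line; potency means the concentration at half of the fitted maximal effect; 0% = DMSO-treated cells and -100% = media-only wells without cells; nearly all actives have a fitted effect of over 55% in size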
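HT-1080-NT fibrosarcoma cells (2HG-overproducing), 750 cells/well in RPMI with 5% FBS, dosed after 2 h and incubated 48 h at 37C. CellTiter-Glo luminescence normalized to DMSO and no-cell wells; concentration-response curves fitted and classed.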
WRN inhibitor – qHTS for Inhibitors of WRN Helicase. Potency, µM (highest dose often 114 µM), for inactives: at the highest dose activity change, negative = inhibition, actives largely listed as inhibitors. hit rate 0.46% among 360,000. WRN helicase unwinding, fluorescent forked duplex, kinetic; further: potency means the concentration at half of the fitted maximal effect; on the % scale 0 is the no-effect control and ±100 the full control effect; nearly all actives have a fitted effect of over 55% in size
Target sequence (Q14191 whole entry, looked up): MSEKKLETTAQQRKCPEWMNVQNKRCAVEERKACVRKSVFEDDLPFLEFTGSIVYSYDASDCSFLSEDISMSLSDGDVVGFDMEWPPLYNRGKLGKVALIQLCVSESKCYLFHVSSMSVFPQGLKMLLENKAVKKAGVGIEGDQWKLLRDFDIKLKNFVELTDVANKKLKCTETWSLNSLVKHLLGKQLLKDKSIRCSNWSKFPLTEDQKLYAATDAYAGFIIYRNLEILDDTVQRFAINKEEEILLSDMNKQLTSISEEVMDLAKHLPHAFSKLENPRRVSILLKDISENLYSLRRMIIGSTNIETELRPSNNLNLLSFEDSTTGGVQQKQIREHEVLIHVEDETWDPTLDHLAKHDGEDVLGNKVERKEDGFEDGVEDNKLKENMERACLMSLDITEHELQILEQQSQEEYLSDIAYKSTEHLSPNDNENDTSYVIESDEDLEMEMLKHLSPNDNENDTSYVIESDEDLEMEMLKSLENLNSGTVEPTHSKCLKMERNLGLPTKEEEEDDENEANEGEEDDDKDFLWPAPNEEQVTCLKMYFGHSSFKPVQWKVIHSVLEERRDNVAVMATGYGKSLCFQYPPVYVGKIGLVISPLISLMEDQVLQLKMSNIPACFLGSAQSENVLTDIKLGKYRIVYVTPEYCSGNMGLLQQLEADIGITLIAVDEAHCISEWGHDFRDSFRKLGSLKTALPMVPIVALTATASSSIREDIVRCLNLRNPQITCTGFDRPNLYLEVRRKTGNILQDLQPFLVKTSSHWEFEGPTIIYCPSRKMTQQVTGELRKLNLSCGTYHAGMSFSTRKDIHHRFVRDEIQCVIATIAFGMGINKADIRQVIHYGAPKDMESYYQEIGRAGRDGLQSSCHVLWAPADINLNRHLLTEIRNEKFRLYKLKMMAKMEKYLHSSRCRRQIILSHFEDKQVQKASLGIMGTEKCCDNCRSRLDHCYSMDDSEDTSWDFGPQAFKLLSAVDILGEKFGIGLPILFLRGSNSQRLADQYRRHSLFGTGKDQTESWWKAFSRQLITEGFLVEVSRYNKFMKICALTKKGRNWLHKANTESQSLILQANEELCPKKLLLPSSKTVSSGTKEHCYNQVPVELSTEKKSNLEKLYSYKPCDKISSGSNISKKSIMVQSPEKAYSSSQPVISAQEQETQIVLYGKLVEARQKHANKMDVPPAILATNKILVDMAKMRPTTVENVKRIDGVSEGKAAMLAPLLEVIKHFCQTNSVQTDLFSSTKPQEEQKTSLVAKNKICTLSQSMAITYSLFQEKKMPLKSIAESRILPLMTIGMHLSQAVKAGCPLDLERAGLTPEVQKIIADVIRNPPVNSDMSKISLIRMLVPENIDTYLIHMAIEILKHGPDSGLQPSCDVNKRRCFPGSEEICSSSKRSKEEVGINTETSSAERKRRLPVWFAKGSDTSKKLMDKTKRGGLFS
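Enzyme (20 nM final) and test compound sit together 15 min at room temperature before substrate addition. Substrate is a single-forked duplex oligonucleotide (100 nM) labelled with fluorophore and quencher, with 2 mM ATP; helicase unwinding raises red fluorescence, read kinetically.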
KB-3-1 tox – qHTS assay for MDR1-selective chemotherapeutics: Primary screen using the parental adenocarcinoma cell KB-3-1; Potency, µM (series often up to 46.1 µM), without a hit: at the highest dose activity change, negative = cytotoxic, actives largely listed as cytotoxic; KB-3-1 viability, CellTiter-Glo ATP luminescence, 72 h; hit rate 1.4% among 400,000; AID 1347075, 2019; further: potency means the concentration at half of the fitted maximal effect; on the % scale 0 is the no-effect control and ±100 the full control effect; nearly all actives have a fitted effect of over 60% in size
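Cytotoxicity in the drug-sensitive parental line KB-3-1 was scored as loss of CellTiter-Glo luminescence following 72 h incubation with compound. Values come from curve fitting of normalized concentration-response data.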
HT1080 IDH1KD tx – qHTS for induction of synthetic lethality in tumor cells producing 2HG: qHTS for the HT-1080-IDH1KD cell line | HT-1080 IDH1 knockdown viability, ATP luminescence, 48 h | Potency, µM (doses to about 46.1 µM), inactives show at the top dose activity, negative = toxicity, actives largely listed as cytotoxic | hit rate 2% among 360,000;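 further: potency means the concentration at half of the fitted maximal effect; 0% = DMSO wells and -100% = cell-free medium wells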
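IDH1KD HT-1080 cells, 750/well, RPMI + 5% FBS; compound pinned after 2 h settling; 48 h, 37 °C; CellTiter-Glo luminescence; % activity normalised to DMSO and no-cell wells; curves fitted, classed by r2 and efficacy.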
ATXN2 expr inh – Primary qHTS for Inhibitors of ATXN expression | HEK-293 ATXN2-luciferase reporter, luminescence, 24 h | Potency, µM (highest dose often 57 µM), for inactives: at the top dose activity change, negative = inhibition, usual class: inhibitors | hit rate 0.72% among 360,000; further: potency means the concentration at half of the fitted maximal effect; on the % scale 0 is the no-effect control and ±100 the full control effect; nearly all actives have a fitted effect of over 55% in size
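qHTS (up to 57 uM final) was run with 24 h compound exposure of reporter cells at 37 °C. Each well was multiplexed: SteadyGlo luminescence measured ATXN2-luciferase expression after a fluorogenic Gly-Phe-AFC viability readout (25 uM final).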
SW480 rereplic – A quantitative high throughput screen for small molecules that induce DNA re-replication in SW480 colon adenocarcinoma cells. SW480 DNA re-replication, Hoechst DNA content imaging, 48 h. hit rate 1.8% among 340,000. Potency, µM (doses to about 46.1 µM), inactives show at the highest dose re-replication activation, actives largely listed as activators; further: potency means the concentration at half of the fitted maximal effect; % of control where 0% means no effect; nearly all actives have a fitted effect of over 55% in size
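Hoechst fluorescence of nuclei (405 nm excitation, 500-530 nm emission) measured by plate-scanning imager after 48 hr compound exposure at 37 C; re-replication scored as increased number of nuclei with elevated intensity.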
KB-V1 MDR tox – qHTS assay for MDR1-selective chemotherapeutics: Primary screen using the drug-selected MDR subline cells KB-V1; KB-V1 MDR cells viability, CellTiter-Glo, 72 h; Potency, µM (top dose mostly 46.1 µM), without a hit: at the highest dose activity change, negative = cytotoxicity, hits mostly cytotoxic; hit rate 3.4% among 400,000; AID 1347076, 2019; further: potency means the concentration at half of the fitted maximal effect; on the % scale 0 is the no-effect control and ±100 the full control effect; nearly all actives have a fitted effect of over 60% in size
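Cytotoxicity via CellTiter-Glo luminescence after 72 h compound exposure at 37 degrees C. Cells: drug-selected KB-V1 line, DMEM phenol-red free plus 10% FBS. Compounds tested at multiple concentrations; normalized data fitted to concentration-effect curves.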
MCF10A rerep – A quantitative high throughput screen for small molecules that induce DNA re-replication in MCF 10a normal breast cells | Potency, µM (highest dose often 46.1 µM), for inactives: top-dose activity, positive = re-replication, usual class: activators | AID 624296, 2012 | MCF 10A DNA re-replication, Hoechst nuclear intensity, 48 h | hit rate 2.9% among 350,000; further: potency means the concentration at half of the fitted maximal effect; % of control where 0% means no effect; nearly all actives have a fitted effect of over 50% in size
IL1B secr inh – qHTS for Inhibitors of Inflammasome Signaling: IL-1-beta AlphaLISA Primary Screen | activity change, % at 57.5 µM | hit rate 4.7% among 360,000 | THP-1 LPS/ATP IL-1B secretion, AlphaLISA, 16 h; hits give low values | AID 743279, 2014; in the data active means activity change below about -50%; inconclusive means mostly about -30% to -49%; further: on the % scale 0 is the no-effect control and ±100 the full control effect
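Secreted IL-1B measured by AlphaLISA bead assay after 16 h compound exposure of THP-1 cells; compounds (final up to 57.5 uM) added 1 h before LPS (250 ng/mL) and ATP (1.25 mM) stimulation; lower signal means less secretion.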
Starred values were filed as active, the others as inactive; u = inconclusive; x = no result given; & = joins results of further samples; [ ] = another dose, or the depositor's remark. Unless noted, the call rests on the fitted dose curve; in most records, active means well fitted curve in the direction sought with a large enough effect; inconclusive means small, poorly fitted or top-dose-only effect, or another doubt; inactive means no such curve, though single readings can be large; an effect the other way counts as inactive or inconclusive. Random draw from the library; any-hit rate near 12%.

SMILES	HT1080-NT tox	WRN inhibitor	KB-3-1 tox	HT1080 IDH1KD tx	ATXN2 expr inh	SW480 rereplic	KB-V1 MDR tox	MCF10A rerep	IL1B secr inh
COc1ccc(C(=O)N/C(=C\c2cccs2)c2nc3ccccc3[nH]2)cc1OC	0%[9.24 µM]	0%	0%	u	18%	-8%	0%	2%	0
Cc1ccc(NC(=O)COc2cccc3c2OC(C)(C)C3)c(O)c1	7%	-2%	-11%	4%	2%	-4%	18µM*	19%	-26
CC(C)C1OC2(C)OC(=N)C1(C#N)C(C#N)(C#N)C2c1ccccc1 (stereo not given)	7%	-12%	2%	16%	-13%	3%	-8%	-6%	16
CN1c2ccccc2SC2C(c3ccccc3)=NOC21 (stereo not given)	13%	3%[57.1 µM]	u	-11%	-2%	x	u	x	-3
Cc1cc(NC(=O)c2cccc(S(=O)(=O)N3c4ccccc4CC3C)c2)no1 (stereo not given)	u	-8%	-5%	u	u	u	-5%	14%	0
O=C(NCCc1ccccc1)C(=O)NCC1OCCCN1S(=O)(=O)c1cc(F)ccc1F (stereo not given)	1%	-20%	12%	-7%	-18%	-1%	-6%	0%	0
O=C(CN(CC1CCCO1)C(=O)Cn1nnc(-c2ccc(F)cc2)n1)NC1CCCCC1 (stereo not given)	3%	1%	-12%	2%	1%	-25%	5%	-4%	-14
Cc1ccc(C2(c3noc(CN(C)CC4COCCO4)n3)CCCC2)cc1 (stereo not given)	-17%	-5%[57.1 µM]	-24%	-13%	-6%	27%	-9%	5%	15
O=C(C1CCCN(Cc2ccccc2[N+](=O)[O-])C1)N1CCCCC1 (stereo not given)	14%	6%	u	0%	x	-14%	-3%	-8%	26
CC(C)NC(=O)C(C)N1CCN(S(=O)(=O)c2ccc3ccccc3c2)CC1 (stereo not given)	-5%	-17%	-6%	-1%	-38%	4%	-27%	-2%	30
COc1cccc(C(=O)NC2CCCN(C3Cc4ccccc4C3)C2)c1OC (stereo not given)	3%	-4%[57.1 µM]	11%	3%	5%	-10%	-17%	16%	0
O=C(NCCc1ccccc1)c1ccc2c(c1)S(=O)(=O)c1cc(Cl)ccc1C2=O	5%	-3%	u	8%	u	-30%[inhibitor]	u	u	5
CC(OC(=O)Cn1c(C(F)(F)F)nc2ccccc21)C(N)=O (stereo not given)	13%	14%	-2%	16%	-3%	1%[9.22 µM]	8%	-2%	17
CN(C)S(=O)(=O)c1cccc(NC(=O)COC(=O)CCc2nc3ccccc3s2)c1	8%	-6%	2%	1%	-4%	3%	10%	-3%	7
CCS(=O)(=O)c1ccc2oc(SCC(=O)NCCC3=CCCCC3)nc2c1	11%	-9%	0%	1%	6%	-2%	0%	19%	6
Cc1cc(NC(=O)C(C)C)ncc1NC(=O)c1ccccn1	5%	9%	-5%	16%	13%	-2%	-9%	-10%	-13
COc1cccc(N2C(=O)C3CC=C(Cl)CC3C2=O)c1 (stereo not given)	3%	-12%	0%	-2%	2%	-4%	-1%	1%	29
CNC[C@H]1OCc2ccccc2-c2ccccc2C(=O)N([C@@H](C)CO)C[C@H]1C	-1%	-5%	-6%	-2%	2%	x	2%	x	9
CN(C)c1ccc(C2C3=C(CCCC3=O)OC3=C2C(=O)CCC3)cc1	0%	-17%	-11%	2%	8%	3%	-20%	7%	7
CCC1Sc2ccc(S(=O)(=O)CCC(=O)Nc3ccc(OC(F)(F)F)cc3)cc2NC1=O (stereo not given)	-11%	3%	-12%	0%	x	-15%	-10%	-3%	6
Cc1cccc(N2CCN(C(=O)c3cccc(N4CCCC4=O)c3)C(C)C2)c1 (stereo not given)	u	-4%	2.6µM*	2.6µM*	x	u	u	1.5µM*	56
CC1CN(C(=O)c2cc3cc(Br)ccc3[nH]2)CC(C)O1 (stereo not given)	-3%	0%	-11%	-1%	-30%	-1%	-1%	-1%	-12
O=C(Nc1ccccc1-c1nnn(CC(=O)N2CCN(c3ccccc3)CC2)n1)c1cccs1	-2%	-9%	-4%	4%	-9%	-8%	4%	0%	-2
COCCCNC(=O)C(C#N)c1nc2ccccc2nc1N1CCN(Cc2ccccc2)CC1 (stereo not given)	-4%	2%	-1%	6%	-15%	5%	-18%	u	-58*
NS(=O)(=O)c1ccc(CCNC(=O)c2ccccc2OCc2ccc(F)cc2)cc1	-9%	2%	3%	-7%	-4%	-7%	0%	19%	6
FC(F)(F)c1cccc(Nc2cc(-c3ccccc3)nc3ncnn23)c1	7%	-2%	-14%	4%	x	-2%	u	-2%	-5
O=C(CSc1nnnn1Cc1ccccc1)c1ccccc1F	1%	-10%	0%	0%	x	-44%[inhibitor]	-14%	14%	6
COC(/C=C/Nc1ccc(Cl)cc1)=C(C#N)C#N	21%	-1%	14%	14%	14%	-11%	27%	2%	13
Cc1ccc(C)n1-n1c(C)nc2scc(-c3cccs3)c2c1=O	-11%	-7%	-9%	-6%	-12%	-1%	-22%	-7%	14
COc1ccc(NC(=O)CN(C)C(=O)Cc2n[nH]c(=O)c3ccccc23)cc1	-15%	-4%	2%	-6%	5%	23µM*	0%	14%	31

Complete entries, quoted from the list. Order of values: HT1080-NT tox | WRN inhibitor | KB-3-1 tox | HT1080 IDH1KD tx | ATXN2 expr inh | SW480 rereplic | KB-V1 MDR tox | MCF10A rerep | IL1B secr inh
Cc1cccc(N2CCN(C(=O)c3cccc(N4CCCC4=O)c3)C(C)C2)c1 (stereo not given) is listed as u | -4% | 2.6µM* | 2.6µM* | x | u | u | 1.5µM* | 56
COc1cccc(N2C(=O)C3CC=C(Cl)CC3C2=O)c1 (stereo not given) is listed as 3% | -12% | 0% | -2% | 2% | -4% | -1% | 1% | 29
COc1ccc(NC(=O)CN(C)C(=O)Cc2n[nH]c(=O)c3ccccc23)cc1 is listed as -15% | -4% | 2% | -6% | 5% | 23µM* | 0% | 14% | 31
FC(F)(F)c1cccc(Nc2cc(-c3ccccc3)nc3ncnn23)c1 is listed as 7% | -2% | -14% | 4% | x | -2% | u | -2% | -5
O=C(Nc1ccccc1-c1nnn(CC(=O)N2CCN(c3ccccc3)CC2)n1)c1cccs1 is listed as -2% | -9% | -4% | 4% | -9% | -8% | 4% | 0% | -2

(list continues)
SMILES	HT1080-NT tox	WRN inhibitor	KB-3-1 tox	HT1080 IDH1KD tx	ATXN2 expr inh	SW480 rereplic	KB-V1 MDR tox	MCF10A rerep	IL1B secr inh
CN(C(=O)/C(N=Nc1cccc(C(F)(F)F)c1)=C(\O)C(F)(F)F)c1ccccc1	11µM*	-8%	-5%	u	-4%	15%	u	u	28
Cc1nc(SCC(=O)N(CC(C)C)C2CCS(=O)(=O)C2)c(C#N)c(C)c1C (stereo not given)	2%	1%	-1%	9%	4%	-8%	-19%	-2%	3
CC(=O)Nc1ccc(Oc2cnccn2)cc1	10%	-22%	-13%	3%	0%	x	-4%	1%	0
CCN1CCN(C(=O)CSc2ccc(C)cc2)CC1	-3%	10%	1%	3%	x	-2%	5%	0%	-6
O=c1oc(-c2ccccc2NS(=O)(=O)c2ccc(F)cc2)nc2ccccc12	1%	-30%	3%	0%	20%	3%	-8%	6%	27
CCOC(=O)c1[nH]c(C)c(C(=O)Nc2ccc(C)cc2C)c1C	u	-2%	2.6µM*	12µM*	4%	10µM*	3.7µM*	13µM*	-8
Cc1ccc2oc(C(=O)N3CCC(C(N)=O)(N4CCCCC4)CC3)c(C)c2c1	13%	4%	7%	0%	x	-5%	-6%	7%	-5
COC(=O)C(Cc1c[nH]c2ccccc12)NC(=O)C1CC1 (stereo not given)	-4%	8%	-5%	-17%	12%	-2%	2%	6%	9
O=C(CCC(=O)c1ccccc1)NCc1ccccc1	-5%	3%	-9%	4%	9%	-4%	-2%	-2%	13
CC(C)CCn1c2ccccc2c2cc(CC(N)=O)ccc21	-2%	-3%	0%	u	-31%	u	0%	15%	-11
CCc1ccccc1NC(=O)CCOc1ccccc1	-3%	0%	0%&4%	11%	9%	18%	11%&-4%	-3%	3
CN(C)S(=O)(=O)c1cc(NC(=O)COC(=O)CC2Sc3ccccc3NC2=O)ccc1Cl (stereo not given)	0%	-6%	-2%	-10%	30%	-1%	1%	10%	-6
Cc1cc(NC(=O)CCCn2ccc([N+](=O)[O-])n2)n(Cc2ccc(F)cc2)n1	2%	6%	u	1%	-18%	-9%	u	0%	10
COc1ccc(/C=C/C(=O)c2cc(Br)ccc2O)cc1OC	-4%	-5%	u	-9%	-35%	-1%	-11%	28%	-17
CCc1nnc(NC(=O)CSc2nnc3ncccn23)s1	3%	-2%	-17%	-5%	-2%	2%	13%	-9%	4
COc1cccc(OC)c1OCCOCCn1cnc2ccccc2c1=O	8%	3%	0%	1%	3%	-8%	0%	6%	2
CCC1CCCCN1C(=O)Nc1ccc(F)cc1 (stereo not given)	13%	2%	-13%	11%	-3%	3%	-44%	-2%	-8
Cc1ccc(S(=O)(=O)n2nccc2-c2c(-c3ccc(Cl)cc3)noc2C)cc1	-30%	-1%	-14%	u	-24%	1%	u	7%	-14
CCCCN(C(=O)c1cc(CN2C(=O)c3ccccc3C2=O)ccc1OC)c1c(N)n(CC(C)C)c(=O)[nH]c1=O	12%	0%	1%	24%	5%	-1%	-1%	-5%	-5
O=C(C1=C[C@H](C2CCCCC2)C[C@H](OCc2ccc(CO)cc2)O1)N1CCN(Cc2ccccc2)CC1	u	-5%	u	u	u	2%	7%	35%	0
